Screening results as filed in PubChem.
GAA glycogen mod: inhibitors or activators of human alpha-glucosidase glycogen cleavage; 0.38% of 300,000 active; recombinant GAA, glycogen substrate, Amplex Red glucose oxidase fluorescence; Potency, µM (highest dose often 76.4 µM), for inactives: at the top dose activity change, negative = inhibition, actives largely listed as inhibitors; P10253; AID 2100;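 note: potency is the fitted concentration of half-maximal effect; 0% = full enzyme reaction and -100% = no-enzyme basal signal; the screen sought inhibitors and activators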
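Natural-substrate format: glycogen cleavage by 4 nM human enzyme, glucose read by Amplex Red coupling (Ex 573, Em 610 nm). Normalized to enzyme and no-enzyme controls.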
Lamin A splicing: modulators of lamin A splicing | 0.01% of 200,000 active | HeLa LMNA splicing GFP/RFP minigene ratio, 48 h | Potency, µM (titrated, usually from 46.1 µM), inactives show at the top dose ratio change, negative = inhibition, hits mostly inhibitors; active = well fitted inhibition curve with a large enough effect in the signal ratio, with a control signal flat, not every such curve was filed as active; inconclusive = small, poorly fitted or top-dose-only effect, or effect the other way, or a change in a side signal; the % refers to the signal ratio; note: potency is the fitted concentration of half-maximal effect; % is set by controls: 0 for no effect and ±100 for the full control effect
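S3 HeLa cells stably expressing lamin A-EGFP splicing minigene plus DsRed2, 600 cells/well, 48 h compound exposure at 37C. Laser-scanning cytometry; analysed as GFP (500-530 nm)/RFP (575-640 nm) total intensity ratio; 0.5% DMSO vehicle.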
CBFb RUNX1 block: CBF-beta/RUNX1 interaction disruption. Q01196+Q13951. AlphaScreen CBFb-His/RUNX1-biotin binding, biochemical. Potency, µM (doses to about 59.8 µM), for the others: top-dose activity, negative = inhibition, most hits filed as inhibitors. 230,000 tested, under 10 active; note: % of control where 0% means no effect
Target sequence (Q01196 whole entry, looked up): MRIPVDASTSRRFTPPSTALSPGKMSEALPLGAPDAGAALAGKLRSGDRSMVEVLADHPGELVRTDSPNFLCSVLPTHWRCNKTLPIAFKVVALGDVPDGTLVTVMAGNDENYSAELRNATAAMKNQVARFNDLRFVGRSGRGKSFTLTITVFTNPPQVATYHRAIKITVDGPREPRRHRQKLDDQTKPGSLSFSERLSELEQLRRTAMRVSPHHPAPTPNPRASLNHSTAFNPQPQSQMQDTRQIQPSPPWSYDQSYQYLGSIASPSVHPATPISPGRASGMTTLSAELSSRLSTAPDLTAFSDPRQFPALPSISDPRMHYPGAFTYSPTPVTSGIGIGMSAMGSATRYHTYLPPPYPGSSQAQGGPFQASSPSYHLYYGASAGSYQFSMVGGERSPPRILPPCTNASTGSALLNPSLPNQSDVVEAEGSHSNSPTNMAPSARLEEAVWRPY
Target sequence (Q13951 whole entry, looked up): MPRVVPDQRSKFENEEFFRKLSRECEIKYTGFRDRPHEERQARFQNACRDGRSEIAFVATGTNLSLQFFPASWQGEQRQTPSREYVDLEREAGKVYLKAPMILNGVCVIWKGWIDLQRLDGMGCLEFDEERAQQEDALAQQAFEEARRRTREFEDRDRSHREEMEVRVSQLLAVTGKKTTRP
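Proteins preincubated together for 20 min at RT before compound addition; 15 min later, nickel and streptavidin beads were added and left 90 min prior to AlphaScreen measurement.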
HTT ATP protect: Huntington cell model cytoprotection by ATP luminescence. Potency, µM (top dose mostly 56.4 µM), for the others: cytoprotection (ATP increase), actives largely listed as activators. 0.14% of 230,000 active. PC12 HTT-Q103 induced, cytoprotection, ATP luminescence, 40 h;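 note: potency is the fitted concentration of half-maximal effect; % of control where 0% means no effect; nearly all actives have a fitted effect of over 45% in size; toxic huntingtin expression switched on by the ecdysone agonist tebufenozide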
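Quantitative HTS on tebufenozide-induced (100 nM) PC12 cells expressing HTTQ103 exon 1–GFP; compounds tested as a concentration series; survival measured via cellular ATP.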
aGlu spleen mod: lysosomal alpha-glucosidase (human) modulation | 0.006% of 240,000 active | AID 2112 | Potency, µM (series often up to 79.9 µM), without a hit: at the highest dose activity change, negative = inhibition, hits mostly inhibitors | human spleen homogenate, 4-MU-alpha-glucoside fluorescence;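 note: potency is the fitted concentration of half-maximal effect; 0% = enzyme with vehicle and -100% = no enzyme basal signal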
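Compounds were titrated against alpha-glucosidase in spleen homogenate at pH 5.0, with 1 mM 4-methylumbelliferyl substrate for 40 min at 37 C. Reactions were quenched with pH 10 NaOH/glycine and fluorescence measured.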
HttQ103 aggreg: reduces HttQ103-GFP aggregates in PC12 cells; PC12 HttQ103-GFP aggregates, Acumen cytometry, 40 h; Potency, µM (doses to about 46.1 µM), for the others: top-dose activity change, negative = inhibition, most hits filed as inhibitors; 1.1% of 220,000 active; AID 1688; note: potency is the fitted concentration of half-maximal effect; % is set by controls: 0 for no effect and ±100 for the full control effect; nearly all actives have a fitted effect of over 60% in size
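Steps: seed 1500 PC12 HTTQ103-GFP cells/well; add tebufenozide, 100 nM final; add compound titration; add ATPLite reagent; quantify GFP aggregates by laser scanning cytometry.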
GAA inhib: alpha-glucosidase (human) inhibition; P10253; purified human GAA, 4-MU-alpha-glucoside fluorescence; Potency, µM (doses to about 76.9 µM), for inactives: at the highest dose activity change, negative = inhibition, actives largely listed as inhibitors; 0.005% of 200,000 active; AID 1466;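 note: potency is the fitted concentration of half-maximal effect; plate controls were uninhibited enzyme wells for no effect and no-enzyme background for full effect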
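Fluorogenic assay: 4 nM human alpha-glucosidase with 400 uM 4-methylumbelliferyl-alpha-D-pyranoside in 50 mM citrate/phosphate, 0.005% Tween-20, pH 5.0, 20 min at room temperature. Compounds tested up to 77 uM; AC50 from Hill fits.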
Starred values were filed as active, the others as inactive; [ ] = dose if it differs, or a comment. Unless noted, calls come from the whole dose curve; as a rule, active = well fitted curve in the direction sought with a large enough effect; inconclusive = small, poorly fitted or top-dose-only effect, or another doubt; inactive = no such curve, though single readings can be large; an effect the other way counts as inactive or inconclusive.

Start of the data: the first 2 compounds, ahead of the listing:
N#Cc1sc2nc(-c3ccccc3)cc(-c3ccco3)c2c1N was read as GAA glycogen mod -3%, Lamin A splicing 8%, CBFb RUNX1 block 3%, HTT ATP protect -25%[0.074 µM], aGlu spleen mod -8%, HttQ103 aggreg -7% and GAA inhib 0%.
Oc1ccc(Cl)cc1-c1cc(-c2ccccc2)n[nH]1 was read as GAA glycogen mod 2%, Lamin A splicing inconclusive, CBFb RUNX1 block 9%, HTT ATP protect -17%, aGlu spleen mod 0%, HttQ103 aggreg -16% and GAA inhib -9%.

The listing, from the first entry:
N#Cc1sc2nc(-c3ccccc3)cc(-c3ccco3)c2c1N was read as GAA glycogen mod -3%, Lamin A splicing 8%, CBFb RUNX1 block 3%, HTT ATP protect -25%[0.074 µM], aGlu spleen mod -8%, HttQ103 aggreg -7% and GAA inhib 0%.
Oc1ccc(Cl)cc1-c1cc(-c2ccccc2)n[nH]1 was read as GAA glycogen mod 2%, Lamin A splicing inconclusive, CBFb RUNX1 block 9%, HTT ATP protect -17%, aGlu spleen mod 0%, HttQ103 aggreg -16% and GAA inhib -9%.
Screening C[C@H](NC(=O)c1ccccc1Cl)C(=O)NCc1cccs1 returned GAA glycogen mod 0%, CBFb RUNX1 block 6%, HTT ATP protect -20%, aGlu spleen mod -4%, HttQ103 aggreg 0% and GAA inhib -2%.
For CCNc1ccc(C(=O)OCC(=O)NCc2ccccc2Cl)cc1[N+](=O)[O-] the results were GAA glycogen mod 22%, Lamin A splicing -2%, CBFb RUNX1 block 5%, HTT ATP protect 2%[10 µM], aGlu spleen mod -8%, HttQ103 aggreg 12% and GAA inhib 0%.
CCCc1nnc(SCc2ccc(C(=O)OC)o2)n1N was read as GAA glycogen mod 4%, Lamin A splicing -3%, CBFb RUNX1 block 8%, HTT ATP protect inconclusive, aGlu spleen mod -4%, HttQ103 aggreg 2% and GAA inhib -2%.
O=C1CCCC2=C1C(c1ccccn1)Nc1ccc(C(=O)c3ccccc3)cc1N2 (stereo not drawn) was read as GAA glycogen mod 1%, Lamin A splicing -22%, CBFb RUNX1 block 3%, HTT ATP protect 11%[0.074 µM], aGlu spleen mod 3%, HttQ103 aggreg 1% and GAA inhib 2%.
`COc1ccc(/C(O)=C2\C(=O)C(=O)N(Cc3ccco3)C2c2cc(OC)ccc2OC)cc1` (stereo not drawn) gave GAA glycogen mod 5%, Lamin A splicing 6%, CBFb RUNX1 block 7%, HTT ATP protect -14%, aGlu spleen mod -2%, HttQ103 aggreg -4% and GAA inhib -4%.
`Cc1ccc(OCCCNCCO)c(Br)c1` gave GAA glycogen mod 9%, Lamin A splicing inconclusive, CBFb RUNX1 block -1%, HTT ATP protect -12%[10 µM], aGlu spleen mod 1%, HttQ103 aggreg 1% and GAA inhib -8%.
CCN(c1ccc(NC(=O)CCNC(=O)c2ccco2)cc1)C(C)C was read as GAA glycogen mod 10%, Lamin A splicing 2%, CBFb RUNX1 block -3%, HTT ATP protect -9%[10 µM], aGlu spleen mod 6%, HttQ103 aggreg -14% and GAA inhib 1%.
For COc1cc(C)c(S(=O)(=O)n2nnc3ccccc32)cc1C the results were GAA glycogen mod 4%, Lamin A splicing 9%, CBFb RUNX1 block 6%, HTT ATP protect -2%, aGlu spleen mod -3%, HttQ103 aggreg -11% and GAA inhib -5%.
For O=C(CCN1C(=O)c2ccccc2C1=O)C1=NN[C@@H]2C(=O)N(c3cccc(F)c3)C(=O)[C@H]12 the results were GAA glycogen mod 10%, Lamin A splicing 8%, CBFb RUNX1 block 3%, HTT ATP protect 15%[10 µM], aGlu spleen mod -2%, HttQ103 aggreg 20% and GAA inhib 6%.
For CCOC(=O)CNC(=O)CSc1nnc(-c2cccc(C)c2)n1-c1ccc(OC)cc1 the results were GAA glycogen mod 8%, Lamin A splicing 10%, CBFb RUNX1 block 0%, HTT ATP protect -1%, aGlu spleen mod -2%, HttQ103 aggreg 12% and GAA inhib -1%.
`Cn1ncc(N=Cc2ccccc2O)c1C(=O)Nc1ccccc1` gave GAA glycogen mod -2%, Lamin A splicing 9%, CBFb RUNX1 block 0%, HTT ATP protect 2%, aGlu spleen mod -19%, HttQ103 aggreg -20% and GAA inhib -11%.
For CC(C)NC(=O)CSc1nncn1-c1ccccc1 the results were GAA glycogen mod 3%, Lamin A splicing -4%, CBFb RUNX1 block 4%, HTT ATP protect 6%, aGlu spleen mod 1%, HttQ103 aggreg -7%[9.22 µM] and GAA inhib -6%.
For O=C(COc1ccc(-c2ccccc2)cc1)N1CCN(S(=O)(=O)Cc2ccccc2)CC1 the results were GAA glycogen mod 4%, Lamin A splicing -4%, CBFb RUNX1 block -12%, HTT ATP protect -16%, aGlu spleen mod -14%, HttQ103 aggreg -7% and GAA inhib -9%.
`COC(=O)CCC(=O)NNC(=O)CCC(=O)Nc1cccc(Cl)c1C` gave GAA glycogen mod -16%, CBFb RUNX1 block 6%, HTT ATP protect -9%[10 µM], aGlu spleen mod 8%, HttQ103 aggreg 10% and GAA inhib -4%.
Screening Cc1ccc(NC(=O)Nc2ncccc2C)cc1 returned GAA glycogen mod 12%, Lamin A splicing 16%, CBFb RUNX1 block -1%, HTT ATP protect -29%, aGlu spleen mod -11%, HttQ103 aggreg -19% and GAA inhib inconclusive.
Screening COc1ccc(Oc2c(O)c3ccccc3n(C)c2=O)cc1 returned GAA glycogen mod -3%, Lamin A splicing -13%, CBFb RUNX1 block 1%, aGlu spleen mod 3%, HttQ103 aggreg 23% and GAA inhib inconclusive.
`CC1(C)O[C@@H]2C[C@H]3[C@@H]4CCC5=CC(=O)C=C[C@]5(C)[C@@]4(F)[C@@H](O)C[C@]3(C)[C@]2(C(=O)CO)O1` gave GAA glycogen mod 4%, Lamin A splicing inconclusive, CBFb RUNX1 block 0%, aGlu spleen mod -9%, HttQ103 aggreg -16% and GAA inhib -8%[15.4 µM].
Screening COc1ccc(N=C2SC(C(=O)N3CCN(c4ccc([N+](=O)[O-])cc4)CC3)CC(=O)N2C)cc1 (stereo not drawn) returned GAA glycogen mod 2%, Lamin A splicing inconclusive, CBFb RUNX1 block 5%, HTT ATP protect -56%[inhibitor], aGlu spleen mod -1%, HttQ103 aggreg 5% and GAA inhib inconclusive.
`O=C(c1cccc(F)c1)N1CCN(c2cc(N3CCCCC3)c(F)cc2[N+](=O)[O-])CC1` gave GAA glycogen mod -20%, Lamin A splicing inconclusive, CBFb RUNX1 block inconclusive, HTT ATP protect inconclusive, aGlu spleen mod -7%, HttQ103 aggreg inconclusive and GAA inhib -3%.
For COC(=O)[C@H](CCSC)NC(=O)NCCC1=CCCCC1 the results were GAA glycogen mod -6%, Lamin A splicing 16%, CBFb RUNX1 block 8%, HTT ATP protect 5%, aGlu spleen mod 2%, HttQ103 aggreg -13% and GAA inhib -4%.
`COc1ccc(-c2[nH]ncc2CN2CCN(c3ccc(F)cc3)CC2)cc1` gave GAA glycogen mod -6%, Lamin A splicing inconclusive, CBFb RUNX1 block 6%, HTT ATP protect 6%[10 µM], aGlu spleen mod -1%, HttQ103 aggreg 0%[9.22 µM] and GAA inhib -9%.
Screening CC(=O)c1cn(CC(=O)NCc2ccc3c(c2)OCO3)c2ccccc12 returned GAA glycogen mod 2%, Lamin A splicing inconclusive, CBFb RUNX1 block -2%, HTT ATP protect -26%[0.074 µM], aGlu spleen mod -20%, HttQ103 aggreg inconclusive and GAA inhib -10%.
`COc1ccc(CNC(=O)COC(=O)CCC2CCCCC2)cc1` gave GAA glycogen mod -8%, Lamin A splicing -7%, CBFb RUNX1 block 7%, HTT ATP protect 3%[10 µM], aGlu spleen mod -7%, HttQ103 aggreg -10% and GAA inhib -3%.
Screening COCCn1nnnc1C(C(C)C)N1CCCC(C)C1 (stereo not drawn) returned GAA glycogen mod -1%, Lamin A splicing 13%[46 µM], CBFb RUNX1 block 2%, HTT ATP protect 7%[10 µM], aGlu spleen mod 11%, HttQ103 aggreg -5%[9.22 µM] and GAA inhib 12%.
Screening CC(C)Cn1cnc2c(=O)oc3ccccc3c21 returned GAA glycogen mod 8%, Lamin A splicing 8%, CBFb RUNX1 block 1%, HTT ATP protect -3%, aGlu spleen mod 0%, HttQ103 aggreg -6% and GAA inhib -3%.
Screening COc1cccc(/C=N/Nc2cc(-n3nc(C)cc3-c3ccccc3)ncn2)c1O returned GAA glycogen mod 10%, Lamin A splicing inconclusive, CBFb RUNX1 block 10%, HTT ATP protect -89%[inhibitor][10 µM], aGlu spleen mod -6%, HttQ103 aggreg inconclusive and GAA inhib 5%.
COCCCNC(=O)c1cc(C(=O)c2c(-c3c(Cl)cccc3Cl)noc2C)c[nH]1 was read as GAA glycogen mod 0%, Lamin A splicing 4%, CBFb RUNX1 block -1%, HTT ATP protect 11%, aGlu spleen mod -5%, HttQ103 aggreg -3% and GAA inhib 4%.
CCc1cccc(C)c1NC(=S)N(CCCN1CCN(C)CC1)Cc1cccs1 was read as GAA glycogen mod 9%, CBFb RUNX1 block 11%, HTT ATP protect -39%[inhibitor], aGlu spleen mod -2%, HttQ103 aggreg -5% and GAA inhib -4%.
`Cc1cc(C)c(C)c(C(=O)CSc2nnc(-c3ccc4[nH]c(C)c(C)c4c3)o2)c1C` gave GAA glycogen mod 7%, Lamin A splicing inconclusive, CBFb RUNX1 block 10%, HTT ATP protect 15%[1.9 µM], aGlu spleen mod 6%, HttQ103 aggreg inconclusive and GAA inhib 3%.
Screening Cc1ccc(S(=O)(=O)NNC(=O)NC23CC4CC(CC(C4)C2)C3)cc1 returned GAA glycogen mod -6%, Lamin A splicing -6%, CBFb RUNX1 block 11%, HTT ATP protect -1%[10 µM], aGlu spleen mod -6%, HttQ103 aggreg 14% and GAA inhib -8%.
CCOc1ccc(OCCn2c(=S)[nH]c3c(N)ncnc32)cc1 was read as GAA glycogen mod -15%, Lamin A splicing -2%[9.22 µM], CBFb RUNX1 block -7%, HTT ATP protect -53%[inhibitor], aGlu spleen mod 1%, HttQ103 aggreg 2% and GAA inhib -10%.
`[N-]=C=C1C(=O)NC(=O)C([n+]2ccc(-c3ccncc3)cc2)C1c1ccccc1C(F)(F)F` (stereo not drawn) gave GAA glycogen mod 2%, CBFb RUNX1 block 14%, HTT ATP protect 2%[10 µM], aGlu spleen mod -4% and HttQ103 aggreg -22%[9.22 µM].

Compounds as they come. About 1.5% of those tested had a hit in this group.
